Source: PubChem BioAssay (Emory University Molecular Libraries Screening Center)
14-3-3 PPI = modulators of 14-3-3 gamma protein binding, primary screen, biochemical, fluorescence polarization; 160,000 tested, 0.19% active; FP, 14-3-3gamma / TMR-pS259-Raf peptide binding; 14-3-3 protein gamma (Homo sapiens), P61981; inhibition, % at 40 µM; in the data active means inhibition above about 30%;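 further: 0% = protein plus tracer without compound and 100% = blank with tracer alone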
Target sequence (P61981 whole entry, looked up): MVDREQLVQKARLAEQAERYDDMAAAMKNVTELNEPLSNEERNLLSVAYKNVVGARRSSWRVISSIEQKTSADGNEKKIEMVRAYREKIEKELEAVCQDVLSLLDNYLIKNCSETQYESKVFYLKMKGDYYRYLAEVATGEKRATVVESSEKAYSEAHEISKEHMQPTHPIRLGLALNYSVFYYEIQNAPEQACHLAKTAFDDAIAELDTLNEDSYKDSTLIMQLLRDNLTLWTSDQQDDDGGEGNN
The depositor's hits bear a star; & = joins results of further samples. Not all compounds are listed; count on the stated rates, not on these rows.

SMILES	14-3-3 PPI
CCOC(=O)CCN(Cc1ccccc1)S(=O)(=O)c1ccc(Cl)cc1	-4
CC(C)CC(=O)Nc1c2c(nn1-c1ccc(F)cc1)CSC2	-3&-6
O=C(O)CCN1C(=O)c2ccccc2C1=O	-1
CC1=C(C(=O)Nc2ccc(Br)cn2)C(c2cccs2)C2=C(CC(C)(C)CC2=O)N1 (centres undefined)	-5
CC1CC(C)CN(C(=O)c2ccc(S(=O)(=O)N3CC(C)CC(C)C3)cc2)C1 (centres undefined)	-3
Nc1ccc(OCCOc2ccc(N)cc2)cc1	-1
CCCN1CCC(NC(=O)Nc2ccc(OC)c(OC)c2)CC1	6
CCc1ccc(-c2nc(CN3CCC(C(=O)NCCc4ccc(OC)c(OC)c4)CC3)c(C)o2)cc1	-8
Cn1c(Cl)nc2c1c(=O)n(Cc1cccc(Br)c1)c(=O)n2C	-2
COC(=O)c1cc(OC)c(OC)cc1-n1cnc2cc(OC)c(OC)cc2c1=O	-2&5
O=C(Nc1nnc(-c2ccc(F)cc2)o1)c1ccc(S(=O)(=O)N2CCCCCC2)cc1	1
Cc1cc(N2CCOCC2)nc2ccc(NC(=O)CCC(=O)N3CCCC3)cc12	0
O=c1c2c3c(sc2n(Cc2cccnc2)c(=O)n1-c1ccc(Cl)cc1)CCC3	-16
Cc1noc(C)c1S(=O)(=O)N1CCC(C(=O)Nc2ccccn2)CC1	1
O=C(Nc1sc2c(c1C(=O)Nc1ccccc1)CCCC2)c1ccccc1	-28
O=C(NC1CCCC1)c1cc(=O)[nH]c2ccc(S(=O)(=O)N3CCCC3)cc12	-12
CC1(C)CC(=O)C(C=NCC2CCN(C(=O)Nc3ccccc3)CC2)=C(O)C1	-5
CCC(=O)N1CCc2cc(S(=O)(=O)CCC(=O)N3CCCCC3)ccc21	-5
COc1ccc(OCC(=O)N2CCN(S(=O)(=O)c3ccc4ccccc4c3)CC2)cc1	-2
CCCCN1C(=O)NC(NC(=O)c2ccco2)(C(F)(F)F)C1=O (centres undefined)	-8
CCOCCCn1c(=S)[nH]c2cc(C(=O)N3CCC(C(N)=O)CC3)ccc2c1=O	-4
O=C(O)c1ccc2c(c1)ncn2-c1ccc(Cl)c(C(F)(F)F)c1	-40
COc1ccc(S(=O)(=O)Nc2ccncc2)c2ccccc12	-9
COc1ccc(CNS(=O)(=O)c2ccc(F)c(C(=O)Nc3ccccc3C(F)(F)F)c2)cc1	0
O=C(Nc1c2c(nn1-c1ccc(F)cc1)CSC2)c1ccc(F)cc1	-5

Next section
SMILES	14-3-3 PPI
COc1ccc(-c2noc(-c3ccc4c(c3)OCO4)n2)cc1	-26
CCC(=O)N1CCN(c2ccccc2NC(=O)COc2ccccc2Cl)CC1	6
COc1cccc2cc(-c3nc4ccc(Cl)cc4c(=O)[nH]3)c(=O)oc12	-8
O=C(Nc1ccc(S(=O)(=O)Nc2ccc(F)cc2)cc1)C(F)(F)F	-4
O=C(c1ccc(Cl)cc1)N1CCCCC(Sc2nnc3ccccn23)C1=O (centres undefined)	-5
CC(C)[N+](C)(CCOC(=O)C1c2ccccc2Oc2ccccc21)C(C)C	-2&3
Cc1ccc(Cl)cc1N1CCN(C(=O)c2cccn3c(=O)c4c(C)c(C)sc4nc23)CC1	-8
COc1cc2c(cc1OC)C1C(C(=O)NCc3cccnc3)c3ccccc3C(=O)N1CC2 (centres undefined)	3
COc1ccc(OCCNc2c([N+](=O)[O-])c(=O)oc3ccccc23)cc1	4
O=C1CCC(=O)N1CN(Cc1ccco1)CN1C(=O)CCC1=O	16
Cn1c(=O)c2c(O)cc(=O)[nH]c2n(-c2ccccc2)c1=O	4
Oc1cccc2ccc(Nc3ccccn3)nc12	-14
CCOCCCNC(=O)c1ccc(N2CCCC2=O)cc1	6
COc1ccc(Cc2nnc3n2N=C(c2cc4ccccc4o2)CS3)cc1OC	7
CCN(CCCNC(=O)CCCn1c(=O)[nH]c2ccccc2c1=O)c1cccc(C)c1	1
CC(=O)N1C(=O)C2(Nc3ccccc3N2)c2ccccc21	5
Cc1ccc(-n2c3c(cc(C(=O)Nc4cccc(C)n4)c2=O)C(=O)CC(C)(C)C3)cc1	-5
CCOC(=O)C1=C(CC)Nc2ccccc2N=C1NC(=O)Cn1cnc2ccccc2c1=O	3
Cc1nc2c(c(=O)n1Cc1ccco1)c1nc3ccccc3nc1n2Cc1ccccc1	-20
c1cc2c3c(cccc3c1)NC1(CCCCCC1)N2	-34
COc1ccc(-c2nc3cc(NC(=O)c4ccc([N+](=O)[O-])cc4Cl)ccc3o2)cc1OC	-7
COc1cccc(N2CCN(C(=O)CN(c3ccc(C)cc3)S(=O)(=O)c3c(C)n[nH]c3C)CC2)c1	-2
Cc1nn(-c2ccccc2)c2sc(C(=O)OC3CCOC3=O)cc12 (centres undefined)	5
CCOC(=O)CSc1ccc(C(=O)N2CCCCC2)cc1[N+](=O)[O-]	-2
CC(=O)C1=C(O)C(=O)N(CO)C1c1ccc(Br)cc1 (centres undefined)	6

More structures:
SMILES	14-3-3 PPI
COc1ccc2cc3cc(C(=O)NCCN4CCN(c5ccccc5F)CC4)oc3nc2c1	-9
COc1ccc(N2CCN(C(CNC(=O)c3ccco3)c3cccnc3)CC2)cc1 (centres undefined)	-3
COc1ccc(-n2c(Cc3cccn3C)nnc2SCC(=O)Nc2ccc(F)cc2F)cc1	-2
Cc1cc(C)c(NC(=O)NC(=O)c2cccc(OC(F)(F)C(F)F)c2)c(C)n1	-1
CCCCSc1nnc2n(CCc3ccccc3)c(=O)c3c4c(sc3n12)COC(C)(C)C4	-3
CCCC1=C(C(=O)OCC)C(c2ccc(Br)cc2)n2ncnc2N1 (centres undefined)	4
O=C(Nc1cccc(-c2cn3cccnc3n2)c1)c1ccc2c(c1)OCO2	-2
CCOC(=O)c1sc(N2C(=O)C(O)=C(C(=O)c3ccco3)C2c2ccc(C(C)(C)C)cc2)nc1C (centres undefined)	-63
COc1ccccc1-n1c(SCC(=O)NCc2ccco2)nc2c(sc(=S)n2-c2ccccc2)c1=O	-16
Cc1ccc2nc(NC(=O)CNS(=O)(=O)c3ccc(Br)s3)sc2c1	-1
Cc1ccc(N(C(=O)COc2c(C)cccc2C)S(=O)(=O)c2ccc(Cl)cc2)cc1	6
CC1CCN(S(=O)(=O)N2CCCC(C(=O)NC(C)C)C2)CC1 (centres undefined)	3
O=C1CSC(c2ccccc2C(F)(F)F)N1c1ccccc1 (centres undefined)	-1
CCN(CC)C(=O)NC1CC2CCCC(C1)N2Cc1ccccc1 (centres undefined)	-1
O=C(C1CCCCN1S(=O)(=O)c1ccc(F)cc1)N1CCN(c2ccccc2F)CC1 (centres undefined)	-2
Cc1cc2nc(-c3ccc(NC(=O)c4cccnc4)cc3)oc2cc1C	-35
Cc1ccc(-n2ncc3c(NCCCN4CCOCC4)ncnc32)c(C)c1	1
COc1ccccc1NC(=O)CSc1nc2c(c(=O)n1C)SC(C)C2 (centres undefined)	-6
O=S(=O)(c1ccc(-c2csc(=Nc3ccccc3)n2CCCO)cc1)N1CCOCC1	-8
C=CCOC(=O)COc1ccc2c(C)c(C)c(=O)oc2c1C	1
COc1ccc2[nH]c(=O)c(CN(CCCN(C)C)C(=O)Nc3ccc(F)cc3)cc2c1	-7
COc1ccccc1NC(=O)c1c(NCc2cccnc2)sc2c1CCCC2	-106
Cc1nnc(SCc2ccc(CC(=O)O)cc2)o1	-1
Cc1ccc(NS(=O)(=O)c2cccc(C(=O)Nc3nncs3)c2)cc1	-5
O=C1CC(c2cccs2)CC2=C1C(c1cccs1)Nc1ccccc1N2 (centres undefined)	-28

Other entries follow:
SMILES	14-3-3 PPI
Cc1ccc(O)c(C=Nc2ccc3oc(-c4ccc(Br)cc4)nc3c2)c1	-4
Cc1ccc(-c2nn(C)c(=O)c3ccccc23)cc1S(=O)(=O)NCCCO	2
COc1ccc(-c2cc(-c3ccccc3O)[nH]n2)cc1OC	-2
Cc1ccc(CNC(=O)c2cn(C)c(=O)c3c2c2ccccc2n3C)cc1	-5
CCC(=O)N1CCc2cc(Br)cc(S(=O)(=O)N3CCC(C(=O)NCc4ccc(F)cc4)CC3)c21	-20
Cc1c(C(=O)N(Cc2ccc(N(C)C)cc2)Cc2ccco2)sc2ncnc(N3CCC(C)CC3)c12	5
COc1cc(-c2cc(C(F)(F)F)n3ncc(C(=O)Nc4ccc(O)cc4)c3n2)cc(OC)c1OC	2
CCOc1ccc(N(C)S(=O)(=O)c2ccc3[nH]cc(C(=O)NCc4ccccn4)c(=O)c3c2)cc1	-15
COc1ccc(Cc2nc(C)cc(Cl)n2)cc1Cl	2
CC1CCN(C(=O)CSc2nc(-c3cccs3)nc3c2c(=O)n(C)c(=O)n3C)CC1	-8
Cc1ccccc1Cn1ccc(NC(=O)c2cnn3cccnc23)n1	-1
CC1(C)CC(=O)C2=C(C1)Nc1ccccc1NC2c1c[nH]c2ccccc12 (centres undefined)	9
CC1Cc2ccccc2N1C(=O)c1cccnc1 (centres undefined)	-12
O=C1CCCC2=C1C(c1cccc(Cl)c1)Nc1ccc(C(=O)c3ccccc3)cc1N2 (centres undefined)	-1
O=S1(=O)C=CC(Sc2nc3ccccc3[nH]2)C1 (centres undefined)	-2
CCOC(=O)CNC(=O)c1cnc(N2CCN(c3ccccn3)CC2)c2ccccc12	8
COc1ccc(C(=O)Cn2c3ccccc3n3nc(-c4ccco4)nc23)cc1OC	-19
O=C(CCC1N=C2c3ccccc3N=C(SCc3cccc(Cl)c3)N2C1=O)NCc1ccco1 (centres undefined)	-5
C=C(C)CSc1nnc(-c2ccccc2)n1N	-1
Cn1c(CO)c(-c2ccccc2)c2cc([N+](=O)[O-])ccc21	0
COC(=O)C(C)Sc1nc2c([nH]c3ccccc32)c(=O)n1-c1cccc(OC)c1 (centres undefined)	-17
O=C1C(c2ccc(F)cc2)N(Cc2ccc3c(c2)OCO3)C(=O)CN1C1CCCCC1 (centres undefined)	-4&-7
CCOc1ccccc1NC(=O)c1cc(S(=O)(=O)NC2CCCCCC2)ccc1F	-6
CCN(CC)CCCCn1c(C)cc(=O)n(C)c1=O	-4
O=C1Cc2ccccc2C(c2ccccc2)N1 (centres undefined)	0

(listing goes on)
SMILES	14-3-3 PPI
CCCc1nc(NC(C)=O)c(C#N)c(-c2ccccc2OC)c1CC	-5
O=C(Nc1ccc(Cl)cc1)C1CC(=O)N(c2ccccc2)C(=Nc2ccccc2)S1 (centres undefined)	-7
Cc1cc(=O)[nH]c(SC(C(=O)O)c2ccccc2)n1 (centres undefined)	-10
COc1cccc(-c2cc(C(=O)N3CC4(C)CC3CC(C)(C)C4)no2)c1 (centres undefined)	-3
CCOc1ccc(C(=O)Nc2ccc3c(c2)OCO3)cc1OCC	-13
CCOC(=O)c1sc(SCC(=O)Nc2ccc(N(C)C)cc2)nc1N	-4
O=C(Cn1cnc2c(oc3ccccc32)c1=O)N1CCCc2ccccc21	-9
COc1ccc(CN2C(=S)N(c3cccc(C(C)=O)c3)C(=O)C2CC(=O)Nc2ccccc2)cc1 (centres undefined)	3
O=C(CSc1nnnn1-c1ccccc1)Nc1ccc(Cl)cn1	-4
CCCCNC(=O)Cn1c(=O)[nH]c2ccccc2c1=O	-1
COc1ccc2cc3cc(C(=O)Nc4ccc5c(c4)OCO5)oc3nc2c1	-2
Cc1cccc(NC(=O)c2ccc(Br)cc2)n1	-5
CCOC(=O)CSc1nc(NC#N)nc(N(CC)CC)n1	-20
CCOc1ccc(C(=O)Nc2ccc3oc(-c4cccc(F)c4)nc3c2)cc1Br	-5
C=CCn1c(COc2cccc3ccc(C)nc23)nnc1SCC(N)=O	-1
COc1cccc(C2C(C(=O)OC3CCCCC3)=C(C)Nc3ncnn32)c1OC (centres undefined)	-12
N#Cc1cc2c(nc1SC1CC(=O)N(c3ccc(Br)cc3)C1=O)CCC2 (centres undefined)	-66
Cc1ccc(C(C)C)c(OCC(=O)Nc2ccc(S(=O)(=O)Nc3nccs3)cc2)c1	-6
CCOc1ccc(C(=O)NCCn2cc(SCC(=O)Nc3cc(C)on3)c3ccccc32)cc1	-13
CCCOc1ccc(C(=O)Nc2c(C)ccc3nsnc23)cc1	0
COc1ccc2[nH]c(C)c(CN3CCCC(C)C3)c(=O)c2c1 (centres undefined)	-2
N#Cc1cc2sc3nnc(-c4ccccc4)n3c2cc1C#N	13
O=C(c1ccc([N+](=O)[O-])cc1)N1CCN=C1SCc1ccc(Br)cc1	-1

A draw from above in order of count of non-hydrogen atoms, smallest number first:
SMILES	14-3-3 PPI
Cc1cccc(NC(=O)c2ccc(Br)cc2)n1	-5
Cc1cc(=O)[nH]c(SC(C(=O)O)c2ccccc2)n1 (centres undefined)	-10
CCCCNC(=O)Cn1c(=O)[nH]c2ccccc2c1=O	-1
CCOC(=O)CSc1nc(NC#N)nc(N(CC)CC)n1	-20
COc1ccc2[nH]c(C)c(CN3CCCC(C)C3)c(=O)c2c1 (centres undefined)	-2
CCCOc1ccc(C(=O)Nc2c(C)ccc3nsnc23)cc1	0
CCOc1ccc(C(=O)Nc2ccc3c(c2)OCO3)cc1OCC	-13
CCCc1nc(NC(C)=O)c(C#N)c(-c2ccccc2OC)c1CC	-5
N#Cc1cc2c(nc1SC1CC(=O)N(c3ccc(Br)cc3)C1=O)CCC2 (centres undefined)	-66
O=C(Cn1cnc2c(oc3ccccc32)c1=O)N1CCCc2ccccc21	-9
CCOc1ccc(C(=O)Nc2ccc3oc(-c4cccc(F)c4)nc3c2)cc1Br	-5
Cc1ccc(C(C)C)c(OCC(=O)Nc2ccc(S(=O)(=O)Nc3nccs3)cc2)c1	-6
CCOc1ccc(C(=O)NCCn2cc(SCC(=O)Nc3cc(C)on3)c3ccccc32)cc1	-13
COc1ccc(CN2C(=S)N(c3cccc(C(C)=O)c3)C(=O)C2CC(=O)Nc2ccccc2)cc1 (centres undefined)	3
